PAFAH1B2 inh: PAFAH1B2 enzyme inhibitors, primary screen, biochemical, fluorescence polarization, human | Platelet-activating factor acetylhydrolase IB subunit alpha2 (Homo sapiens), P68402 | recombinant PAFAH1B2, FP-rhodamine activity probe | inhibition, % at 3.39 µM | 340,000 compounds, 1.2% hits;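 active = inhibition above the mean of all tested compounds plus 3 SD, cut at about 24% in these data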;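 also: 0% = enzyme with DMSO and 100% = wells lacking PAFAH1B2; many of its hits are not listed in these tables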
Target sequence (P68402 whole entry, looked up): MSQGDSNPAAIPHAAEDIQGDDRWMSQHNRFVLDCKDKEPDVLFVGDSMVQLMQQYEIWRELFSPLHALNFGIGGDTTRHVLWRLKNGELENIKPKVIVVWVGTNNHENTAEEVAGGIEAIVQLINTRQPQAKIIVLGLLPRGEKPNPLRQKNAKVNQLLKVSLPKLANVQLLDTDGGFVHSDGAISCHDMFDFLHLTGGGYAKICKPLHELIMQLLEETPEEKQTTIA
PAD4 FP inh: human PAD4 inhibitors, primary screen, biochemical, fluorescence polarization, 1536-well format. Protein-arginine deiminase type-4 (Homo sapiens), Q9UM07. recombinant PAD4, RCA probe fluorescence polarization. inhibition, % at 6.36 µM. 330,000 compounds, 0.41% hits. AID 485272, 2010;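 active = percent inhibition above a cutoff equal to the mean of all tested compounds plus 3 SD, cut at about 15% in these data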;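 also: 0% = PAD4 with RCA probe and DMSO and 100% = probe without PAD4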
GSTO1 counter: inhibitors of recombinant GSTO1, primary screen, counter-screen for RBBP9 inhibitor project, biochemical, fluorescence polarization; Glutathione S-transferase omega-1 (Homo sapiens), P78417; activity-based probe fluorescence polarization; inhibition, % at 5.96 µM; 300,000 compounds, 1.1% hits;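 active = inhibition above the campaign mean inhibition plus 3 SD, cut at about 35% in these data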;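 also: 0% = GSTO1-1 with DMSO and 100% = wells lacking GSTO1-1 enzyme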
LYPLA1 counter: LYPLA1 inhibitors, primary screen, counter-screen for PME1 inhibitor project, biochemical, fluorescence polarization, FP-Rh probe ABPP; recombinant LYPLA1; inhibition, % at 5.9 µM; 320,000 compounds, 0.16% hits;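 active = inhibition above the mean of all tested compounds plus 3 SD, set per campaign, cut at about 14% in these data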;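 also: inhibitors block serine hydrolase probe labeling of LYPLA1 so polarization falls; 0% = enzyme with DMSO and 100% = wells lacking LYPLA1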
pPAFAH FP inh: pPAFAH enzyme inhibitors, primary screen, biochemical, fluorescence polarization, human; Platelet-activating factor acetylhydrolase (Homo sapiens), Q13093; recombinant pPAFAH, FP-rhodamine probe fluorescence polarization; inhibition, % at 3.39 µM; 330,000 compounds, 1.5% hits;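 active = inhibition above the mean inhibition across the screen plus 3 SD, cut at about 25% in these data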;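 also: inhibitors block binding of the rhodamine activity-based probe so polarization drops; 0% = enzyme with DMSO and 100% = wells lacking pPAFAH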
Target sequence (Q13093 whole entry, looked up): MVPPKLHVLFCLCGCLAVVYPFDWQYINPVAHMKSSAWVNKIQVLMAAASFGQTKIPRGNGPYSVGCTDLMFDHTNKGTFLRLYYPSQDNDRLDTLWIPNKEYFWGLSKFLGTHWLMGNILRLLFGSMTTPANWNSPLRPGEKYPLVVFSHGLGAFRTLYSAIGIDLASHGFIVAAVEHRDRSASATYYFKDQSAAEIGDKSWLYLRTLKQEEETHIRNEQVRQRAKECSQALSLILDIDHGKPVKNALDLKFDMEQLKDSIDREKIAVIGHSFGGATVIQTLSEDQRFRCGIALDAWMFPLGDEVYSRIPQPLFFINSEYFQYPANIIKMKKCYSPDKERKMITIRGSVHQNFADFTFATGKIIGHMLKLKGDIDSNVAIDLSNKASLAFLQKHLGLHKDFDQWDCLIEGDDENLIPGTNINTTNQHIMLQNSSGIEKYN
PREPL inh: PREPL enzyme inhibitors, primary screen, biochemical, fluorescence polarization. Prolyl endopeptidase-like (Homo sapiens), Q4J6C6. recombinant PREPL, fluorescence polarization activity-based probe. inhibition, % at 5.96 µM. 320,000 compounds, 0.68% hits; in the data active = inhibition above about 43%;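 also: 0% = enzyme with DMSO and 100% = wells lacking enzyme; many of its hits are not listed in these tables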
PAFAH1B3 inh: PAFAH1B3 enzyme inhibitors, primary screen, biochemical, fluorescence polarization, human | recombinant PAFAH1B3, FP-rhodamine probe | inhibition, % at 3.39 µM | Platelet-activating factor acetylhydrolase IB subunit alpha1 (Homo sapiens), Q15102 | 340,000 compounds, 0.28% hits;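 active = inhibition above the screen-wide average of all tested compounds plus 3 SD, cut at about 25% in these data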;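 also: 0% = enzyme with DMSO only and 100% = wells lacking PAFAH1B3 protein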
Target sequence (Q15102 whole entry, looked up): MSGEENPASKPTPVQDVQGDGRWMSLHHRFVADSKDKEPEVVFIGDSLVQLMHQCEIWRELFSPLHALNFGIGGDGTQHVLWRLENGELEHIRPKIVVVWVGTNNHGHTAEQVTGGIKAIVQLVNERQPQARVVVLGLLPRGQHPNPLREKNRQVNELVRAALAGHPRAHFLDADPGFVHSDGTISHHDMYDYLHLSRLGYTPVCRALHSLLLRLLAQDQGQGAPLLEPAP
PAFAH2 inh: PAFAH2 enzyme inhibitors, primary screen, biochemical, fluorescence polarization, human | Platelet-activating factor acetylhydrolase 2, cytoplasmic (Homo sapiens), Q99487 | recombinant PAFAH2, FP-rhodamine activity probe | inhibition, % at 3.39 µM | 340,000 compounds, 0.99% hits | AID 492956, 2010;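 active = inhibition above the mean over all tested compounds plus 3 SD, cut at about 30% in these data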;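 also: inhibitors block probe labeling of enzyme so polarization drops; 0% = enzyme with DMSO and 100% = wells lacking PAFAH2 protein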
LYPLA2 counter: LYPLA2 inhibitors, primary screen, counter-screen for PME1 inhibitor project, biochemical, fluorescence polarization, FP-Rh probe ABPP. recombinant LYPLA2. inhibition, % at 5.9 µM. 320,000 compounds, 0.38% hits;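 active = inhibition above the screen-wide mean plus 3 SD, limit set per campaign, cut at about 26% in these data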;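 also: 0% = LYPLA2 with DMSO and 100% = wells lacking LYPLA2 enzyme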
An asterisk follows results filed as active; x = no result given. These rows are one share of the data, so the mix of outcomes need not match the whole.

SMILES	PAFAH1B2 inh	PAD4 FP inh	GSTO1 counter	LYPLA1 counter	pPAFAH FP inh	PREPL inh	PAFAH1B3 inh	PAFAH2 inh	LYPLA2 counter
O=C(NC(NC(=S)Nc1ccccc1O)C(Cl)(Cl)Cl)c1ccco1 (centres undefined)	-7	-4	-2	-2	1	-6	1	10	1
CCOC(CNC(=O)Cn1nc(Cc2ccncc2)c2ccccc2c1=O)OCC	4	-5	0	-1	1	9	5	5	-4
Cc1ccc(OCC(O)Cn2c(N3CCOCC3)nc3c2c(=O)[nH]c(=O)n3C)cc1 (centres undefined)	2	0	7	-3	-2	13	2	2	-4
CCC1Oc2ccc(C)cc2N(CC(=O)NCCN2C(C)CCCC2C)C1=O (centres undefined)	-2	-4	5	-5	-1	-12	4	-2	-2
Cc1ccc(CN2CCCN(Cc3c(C)cc(C)cc3C)S2(=O)=O)cc1	1	-6	-2	-3	0	-6	7	4	-2
COC(=O)/C(=C\C=C\c1ccccc1)NC(=O)c1ccccc1	4	1	2	0	-2	20	3	4	7
CC1=NCCN1CCNC(=O)Nc1ccc(C(C)(C)C)cc1	x	0	1	-2	4	8	x	x	-4
CC1CC(C)CN(CC(=O)N2CCOCC2)C1 (centres undefined)	4	-3	15	1	6	-1	5	-1	1
CC1(C)CC(=O)C2=C(C1)N(CCN1CCOCC1)C1=C(C(=O)CC(C)(C)C1)C2c1cccc(Cl)c1	6	2	3	1	-2	9	0	-4	5
Cc1cc2ccccc2cc1CN1CCOCC1	-5	3	-1	1	4	2	3	-4	3
CC(C)c1c(C(=O)N/N=C/c2ccsc2)nnn1-c1nonc1N	2	-1	-1	1	-2	-2	0	2	2
CC(=O)CNc1ccc(S(=O)(=O)N/N=C/c2ccccc2)cc1	2	6	12	1	2	9	7	2	5
O=C(COc1ccccc1)N[C@@H]1c2ccccc2CC[C@@H]1OCc1ccccc1	0	6	x	x	0	x	3	-5	x
CC(C)C[C@@H](CSc1ccccc1)N1CCN(C)CCC1=O	5	2	7	1	1	-2	3	-1	2
Clc1ccc(OCCn2cnc(Cl)c2Cl)cc1	-2	-5	10	-3	0	-29	0	4	-6
CCc1nccn1CCC(=O)N1CCCC(Nc2ccc(C(C)C)cc2)C1 (centres undefined)	4	-3	1	5	6	15	6	0	1
Cc1ccc(CNC(=O)C2CCC(CNc3c(N4CCC(C)CC4)c(=O)c3=O)CC2)cc1 (centres undefined)	5	0	9	6	4	20	-1	0	7
O=c1cc(CSc2ccc(Cl)cc2)[nH]c2[nH]n(-c3ccccc3)c(=O)c12	45*	2	-191	-4	43*	37	6	33*	7
O=C(N/N=C1\CCCCc2ccccc21)c1ccccn1	-3	0	5	-4	3	0	11	1	1
Cc1cc(NC(=O)c2noc3c2CCCC3)nn1Cc1ccc(Cl)cc1	15	-2	1	-4	16	-20	-1	-1	-5

Reformatted bar-delimited: two of the compounds above
Compound | PAFAH1B2 inh | PAD4 FP inh | GSTO1 counter | LYPLA1 counter | pPAFAH FP inh | PREPL inh | PAFAH1B3 inh | PAFAH2 inh | LYPLA2 counter
CC(C)c1c(C(=O)N/N=C/c2ccsc2)nnn1-c1nonc1N | 2 | -1 | -1 | 1 | -2 | -2 | 0 | 2 | 2
Cc1ccc(OCC(O)Cn2c(N3CCOCC3)nc3c2c(=O)[nH]c(=O)n3C)cc1 (centres undefined) | 2 | 0 | 7 | -3 | -2 | 13 | 2 | 2 | -4

Continuation:
SMILES	PAFAH1B2 inh	PAD4 FP inh	GSTO1 counter	LYPLA1 counter	pPAFAH FP inh	PREPL inh	PAFAH1B3 inh	PAFAH2 inh	LYPLA2 counter
CCCCNC(=O)C1CCCN(S(=O)(=O)c2ccc(-n3cnnn3)cc2)C1 (centres undefined)	3	1	-1	-3	-3	2	10	-7	-2
Cc1cccc(N2CCN(c3ccc(C(N)=O)cc3[N+](=O)[O-])CC2)c1C	5	-3	3	-2	2	1	3	2	-1
CCn1c(-c2cc(Cl)ccc2OC)n[nH]c1=S	0	5	0	2	4	-2	1	-2	10
COc1ccc(CCNC(=O)C2CC(c3ccccc3[N+](=O)[O-])=NO2)cc1 (centres undefined)	2	0	16	-1	2	20	4	-5	4
CCOC(=O)C1(CCCc2ccccc2)CCN(CCCn2cccn2)CC1	2	0	0	0	1	-19	-4	-3	-1
O=C(COc1ccc(Br)cc1)NCCCNC(=O)c1cnccn1	7	5	2	0	4	1	11	1	-3
N#CC1=C(N)N(c2ccc(Cl)c(Cl)c2)C(=O)C1	11	-4	4	-2	10	6	5	7	4
CCC(=O)Nc1ccc(C(=O)CSc2nc3ccccc3[nH]2)cc1	1	-2	-6	-5	16	6	7	-5	-5
CC(NS(=O)(=O)c1ccccc1)C(=O)Nc1ccc(S(N)(=O)=O)cc1 (centres undefined)	4	-5	-6	2	0	-5	7	7	3
CN(C(=O)c1ccncc1)c1nnc(-c2ccncc2)s1	3	-1	-13	2	-6	9	4	-8	0
CCN(CC)c1ccc(NC(=O)CN2C(=O)CSc3ncccc32)c(C)c1	3	-7	0	-2	9	-7	1	6	-2
COc1cccc(/C=C2\N=C3CCCCCN3C2=O)c1	1	-1	5	-2	4	-9	4	-5	4
CCN(C[C@H]1N[C@@](CC)(C(=O)OC)[C@H]2C(=O)N(C)C(=O)[C@@H]12)C(C)=O	2	-1	x	x	-2	5	3	0	x
COc1ccc(OC)c(NC(=O)NC2(C(F)(F)F)Oc3ccccc3O2)c1	2	-3	56*	-5	5	14	2	-8	0
CCN(Cc1ccc(OC)c(F)c1)C(=O)C1CCCO1 (centres undefined)	1	1	-2	-2	2	-3	0	0	-7
COc1ccccc1N1CCN(C(=O)CCn2c(=O)[nH]c3ccccc3c2=O)CC1	5	0	-6	-4	4	6	10	3	6
Cc1ccc(CCNC(=O)CN(C)S(=O)(=O)c2ccc3c(c2)n(C)c(=O)c(=O)n3C)cc1	17	2	-13	-3	1	23	7	8	0
CN(C)c1ccc(C(=O)OCC(=O)c2cccs2)cc1	-1	-6	3	-1	3	-6	3	71*	-1
CCOC(=O)c1sc(NC(=O)CN2C(=O)NC3(CC(C)CC(C)(C)C3)C2=O)c(C(=O)OCC)c1C (centres undefined)	-2	-1	-3	-4	-1	-10	1	-11	-10
O=C(CN1CCN(C2CCCCC2)CC1)Nc1cccc2ccccc12	-1	-3	6	0	0	2	0	3	2
O=C(COc1ccc([N+](=O)[O-])cc1)Nc1ccc2c(c1)OCO2	2	-8	11	7	0	23	4	4	4
Cc1sc2ncnc(N3CCC(C(=O)NNC(=O)COc4ccccc4Cl)CC3)c2c1C	4	-5	4	0	6	-4	-1	8	6
CC(=O)Nc1cccc(/C(C)=N/NS(=O)(=O)c2ccc(C)cc2)c1	2	-1	-3	-1	2	-4	3	-5	0
Cc1ccc(NC(=O)CNC(=O)Cc2cccc3ccccc23)c(O)c1	3	-2	11	0	10	16	2	3	-2
CCN(CC)CCN1C(=O)C(O)=C(C(=O)c2ccc(C)o2)C1c1ccccn1 (centres undefined)	x	3	6	6	5	7	x	x	12
CC(NC(=O)c1ccncc1)c1ccccc1 (centres undefined)	0	-1	0	-1	4	-2	13	-7	0
Cc1cccc(N(CC(=O)NC(C)(C)C)C(=O)CCC(=O)Nc2nccs2)c1	0	0	0	1	0	-13	1	6	0
Cn1c(=O)[nH]c(=O)c2c1nc(N1CCCCCC1)n2CCSc1nc2ccccc2o1	4	0	3	-2	-2	-4	-1	-7	3
O=C(NCCC1CCCCN1S(=O)(=O)c1ccc(Cl)cc1)C(=O)NCc1cccnc1 (centres undefined)	4	-1	8	-3	11	6	3	4	10
O=C(CSc1nnc(-c2ccc(F)cc2)c2ccccc12)Nc1c(F)cccc1F	0	4	-10	-5	7	-35	-5	1	12
CCc1nnc(NC(=O)C23CC4CC(CC(C4)C2)C3)s1	30*	-1	-7	-4	5	4	6	9	-11
O=C(NC1CCCCC1)N1CCN(c2nc(-c3ccccc3)cs2)CC1	3	-3	-6	-1	2	10	7	4	0
CC(C)CN(CC(C)C)C(=O)CCCC(=O)N(CC(C)C)CC(C)C	7	2	2	-1	2	-5	7	6	1
CC1(c2ccccc2)NC(=S)N2C1NC(=S)N2c1ccccc1 (centres undefined)	7	6	6	0	3	-5	-1	9	2
OCCN(CC#CCn1c2ccccc2c2ccccc21)CCO	0	-2	-1	-1	10	5	-5	0	-1
C=CCn1c(SCc2nc3sc(C(=O)O)c(C)c3c(=O)[nH]2)nnc1-c1ccccc1	-1	0	4	3	3	-1	7	-8	6
CN(CC(=O)Nc1ccc(F)cc1)C(=O)CSc1ccc2c(c1)OCCO2	1	2	x	0	0	-9	13	-6	2
COc1cc(C2CC(=O)Nc3n[nH]c(-c4ccccc4)c32)cc(OC)c1OC (centres undefined)	x	1	1	0	1	-3	x	x	0
COc1ccc(Cl)cc1C(=O)Nc1cccc(-c2ccc3nncn3n2)c1	4	-11	-14	7	10	5	1	19	27*
O=C(Nc1ccc(S(=O)(=O)Nc2ccccc2F)cc1)N1CCCCC1	4	1	3	-2	3	2	-4	1	-1
CC(=O)c1cc2c(O)c(O)ccc2o1	3	-2	37*	-4	8	-2	10	0	-4
COc1c2ccoc2c(OCC=C(C)C)c2oc(=O)ccc12	2	-13	1	-3	0	14	-7	1	2
Cc1ccc(-c2nnc(N(C)C(=O)c3ccncc3)s2)cn1	0	1	1	0	4	-4	-3	5	4
Cc1cccc(NC(=O)c2cc(S(=O)(=O)NCc3ccco3)ccc2F)c1C	3	1	9	-3	-1	4	6	9	-2
COc1ccc(Cl)cc1N(CC(=O)N1CCN(Cc2ccccc2)CC1)S(C)(=O)=O	2	-4	1	2	3	12	6	-2	7
CC1CCN(CCOCCOc2ccc(Br)cc2Cl)CC1	-5	3	11	-2	0	29	-6	3	4
COc1cc(OC)c(OC)cc1/C=C/c1cc(C(=O)O)c2ccccc2n1	1	2	-7	0	7	5	3	1	3
CN1C/C(=C\c2ccc(N3CCOCC3)cc2)C(=O)/C(=C/c2ccc(N3CCOCC3)cc2)C1	1	-2	3	0	-1	-4	6	-7	-1
CCc1ccc(C(CNc2nc(C(F)(F)F)nc3ccccc23)N(C)C)cc1 (centres undefined)	1	1	0	-9	-2	-3	4	-2	-3
Cc1cccc(Nc2ncnc3onc(-c4ccc(F)cc4)c23)c1C	7	-1	1	-3	8	2	8	8	-2
Cc1cc(NC(=O)CSc2nnc(C3CC3)n2N)c([N+](=O)[O-])cc1C	0	2	10	2	-3	17	7	-1	0
O=C(NCC1CCCO1)C1CCN(S(=O)(=O)c2cccc3cccnc23)CC1 (centres undefined)	2	-4	0	-3	2	1	9	3	0

Compound activity (PubChem BioAssay)
